TPT1 inh – inhibitors of Candida albicans tRNA 2'-phosphotransferase TPT1; recombinant caTPT1, FP RNA substrate dephosphorylation; inhibition, % at 5 µM; 300,000 tested, 0.81% active; AID 1962;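 active = inhibition above the mean of all tested compounds plus 3 SD, set per screening campaign, cut at about 24% in these data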;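 note: plate controls were DMSO alone for no effect and ferristatin control at 100 nM for full effect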
JMJD2C inh – inhibitors of human GASC-1 (JMJD2C) demethylase; Q9H3R0; GST-JMJD2C(1-420) H3K9me3 demethylation, DELFIA europium; inhibition, % at 2.35 µM; 330,000 tested, 0.069% active; AID 2099;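 active = more than half of a compound's replicate wells show inhibition beyond 50%, single wells judged on their own value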;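 note: signal counts dimethyl H3K9 product captured on neutravidin plate; 0% = median of DMSO wells and 100% = 0.3 times that DMSO median; strong numbers were not always called active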
Target sequence (Q9H3R0 1-420 limits assumed): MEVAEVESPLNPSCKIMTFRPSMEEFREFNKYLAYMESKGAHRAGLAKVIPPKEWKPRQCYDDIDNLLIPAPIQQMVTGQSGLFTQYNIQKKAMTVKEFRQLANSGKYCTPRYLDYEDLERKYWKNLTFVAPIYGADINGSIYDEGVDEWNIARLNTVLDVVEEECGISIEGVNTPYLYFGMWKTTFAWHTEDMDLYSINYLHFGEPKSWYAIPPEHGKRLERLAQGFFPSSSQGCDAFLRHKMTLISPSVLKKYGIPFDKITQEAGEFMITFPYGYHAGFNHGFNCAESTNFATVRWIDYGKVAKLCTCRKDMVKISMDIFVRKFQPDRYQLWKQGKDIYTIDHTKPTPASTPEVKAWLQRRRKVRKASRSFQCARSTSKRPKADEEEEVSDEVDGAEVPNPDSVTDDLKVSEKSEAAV
Fh CTSL1 inh – cathepsin L1 inhibition, PFM18AAP counter-screen; recombinant F. hepatica cathepsin L1, Z-Leu-Arg-MCA fluorescence; inhibition, % at 5.96 µM; 300,000 tested, 0.49% active; AID 1906;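 active = inhibition above the mean of all tested compounds plus 3 SD, set per screening campaign, cut at about 17% in these data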;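 note: 0% = plate median of test compound wells and 100% = 1 µM Z-Phe-Ala-diazomethylketone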
core dimer inh – blocks dimerization of HCV core protein; TR-FRET GST/Flag-core106 dimerization, 1536-well; inhibition, % at 5 µM; 300,000 tested, 0.33% active; AID 1899;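 active = inhibition above the mean of all tested compounds plus 3 SD, set per screening campaign, cut at about 45% in these data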
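System: GST-tagged and Flag-tagged HCV core protein residues 1-106 / Input: core106 proteins, GST 13.5 nM and Flag 17 nM / Buffer or medium: KF-containing HEPES buffer, pH 7.45, DTT, CHAPS, BSA / Probe or stimulus: Eu-anti-GST and XL665-anti-Flag labelled anti-tag antibodies / Schedule: 4 h, 22.5 °C incubation / Technique: TR-FRET 671 and 617 nm emission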
Yeast superoxide – yeast age-related superoxide inhibition as caloric restriction mimetic | superoxide response (% of plate mean), % at 10 µM | S. cerevisiae aged cells, superoxide DHE fluorescence; stronger effect = lower value | AID 2690 | 330,000 tested, 0.18% active;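 active = superoxide response under a set limit, about three screen SD below normal, cut at about 65% in these data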;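 note: yeast aged for seven days with compound at 30 °C before DHE staining; 100% = average MFI of all compound-treated wells on the plate with controls excluded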
ZTA counter – blocks Epstein-Barr virus ZTA, an EBNA-1 counter-screen | P03206 | inhibition, % at 11 µM | ZTA-DNA binding, fluorescence polarization | AID 2234 | 320,000 tested, 0.15% active; in the data active = inhibition above about 33%
PP1 counter – blocks human PP1-alpha phosphatase, a PP5 counter-screen | P62136 | purified PP1alpha, OMFP fluorescence | inhibition, % at 6.7 µM | 320,000 tested, 0.9% active | AID 2235;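 active = inhibition above the mean inhibition of all tested compounds plus 3 SD, computed separately for each screening campaign, cut at about 15% in these data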
PP5 primary – inhibitors of human protein phosphatase 5 (PP5). purified PP5c, OMFP substrate fluorescence. inhibition, % at 6.7 µM. 320,000 tested, 0.18% active;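 active = inhibition above the campaign's mean inhibition across all tested compounds plus 3 SD, cut at about 9.5% in these data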;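 note: 0% = DMSO only and 100% = 100 µM cantharidin control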
Target sequence (P53041 whole entry, looked up): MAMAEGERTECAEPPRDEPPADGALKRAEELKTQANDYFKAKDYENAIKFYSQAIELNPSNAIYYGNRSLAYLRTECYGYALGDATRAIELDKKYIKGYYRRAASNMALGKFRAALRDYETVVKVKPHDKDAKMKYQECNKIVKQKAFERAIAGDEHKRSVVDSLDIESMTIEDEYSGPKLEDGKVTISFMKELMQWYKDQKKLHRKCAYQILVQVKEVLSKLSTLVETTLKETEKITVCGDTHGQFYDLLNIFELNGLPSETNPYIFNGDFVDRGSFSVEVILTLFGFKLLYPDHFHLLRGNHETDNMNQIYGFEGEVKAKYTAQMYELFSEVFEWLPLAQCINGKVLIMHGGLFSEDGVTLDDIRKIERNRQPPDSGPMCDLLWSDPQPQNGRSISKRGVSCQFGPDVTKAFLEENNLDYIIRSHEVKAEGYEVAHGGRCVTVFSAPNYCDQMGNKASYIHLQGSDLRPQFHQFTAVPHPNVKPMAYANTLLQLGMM
EBNA-1 inh – blocks EBNA-1 binding to DNA. EBNA-1 DNA binding, fluorescence polarization. AID 1950. inhibition, % at 14.8 µM. 300,000 tested, 0.34% active; in the data active = inhibition above about 28%
The depositor's hits bear a star.

For O=[N+]([O-])c1cc(S(=O)(=O)N2CCCC2)ccc1NN=C1CCCC1 the results were TPT1 inh 1, JMJD2C inh 9, Fh CTSL1 inh -1, core dimer inh 4, Yeast superoxide 100, ZTA counter 7, PP1 counter -3, PP5 primary 0.3 and EBNA-1 inh 11.
For NC(=O)CN1CCN(Cc2ccc3c(c2)OCO3)CC1 the results were TPT1 inh 0, JMJD2C inh 9, Fh CTSL1 inh 3, core dimer inh 9, Yeast superoxide 102, ZTA counter 5, PP1 counter 15, PP5 primary -4.0 and EBNA-1 inh 10.
`O=C(NCc1ccc(F)cc1)C(=O)NCC1OCCN1S(=O)(=O)c1cccs1` (centres undefined) gave TPT1 inh 0, JMJD2C inh 7, Fh CTSL1 inh -3, core dimer inh 20, Yeast superoxide 88, ZTA counter -3, PP1 counter 5, PP5 primary -0.1 and EBNA-1 inh 2.
`CNC(=O)C1(C)C=CCN1C(=O)c1ccccc1` (centres undefined) gave TPT1 inh -2, JMJD2C inh 0, Fh CTSL1 inh -6, core dimer inh -11, Yeast superoxide 89, ZTA counter 4, PP1 counter -3, PP5 primary 0.2 and EBNA-1 inh 0.
Screening CCCCCOC(=O)Cc1c(O)c2ccccc2n(C)c1=O returned TPT1 inh -4, JMJD2C inh 2, Fh CTSL1 inh -3, core dimer inh 1, Yeast superoxide 91, ZTA counter 7, PP1 counter -3, PP5 primary -2.2 and EBNA-1 inh 9.
COc1ccc(Cl)cc1CSc1ncn[nH]1 was read as TPT1 inh 3, JMJD2C inh 9, Fh CTSL1 inh 4, core dimer inh -2, Yeast superoxide 102, ZTA counter -4, PP1 counter -2, PP5 primary -0.8 and EBNA-1 inh -3.
CC(=O)c1ccc(OCC(O)CN2CCC(C)CC2)cc1 (centres undefined) was read as TPT1 inh -3, JMJD2C inh -14, Fh CTSL1 inh -1, core dimer inh -3, Yeast superoxide 96, ZTA counter -10, PP1 counter -4, PP5 primary -2.3 and EBNA-1 inh 8.
`Cc1ccc(NC(=O)NNC(=O)C2CC(c3cccnc3)=NO2)cc1` (centres undefined) gave TPT1 inh 0, JMJD2C inh 5, Fh CTSL1 inh 0, core dimer inh -5, Yeast superoxide 77, ZTA counter 0, PP1 counter 2, PP5 primary 2.4 and EBNA-1 inh 2.
For COc1ccc(S(=O)(=O)N2CCCCC2)cc1NC(=O)CNc1ccccc1C(C)=O the results were JMJD2C inh -3, Yeast superoxide 85, ZTA counter 15, PP1 counter 7 and PP5 primary 1.2.
Screening CCOC(=O)c1c(NC(=O)CSc2nnnn2CC)sc(C)c1C returned TPT1 inh -1, JMJD2C inh 1, Fh CTSL1 inh 3, core dimer inh 3, Yeast superoxide 80, ZTA counter 2, PP1 counter -2, PP5 primary 1.5 and EBNA-1 inh 16.
For COc1ccccc1NC(=O)CN1CCSc2ccccc21 the results were TPT1 inh 0, JMJD2C inh 6, Fh CTSL1 inh 10, core dimer inh -3, Yeast superoxide 98, ZTA counter -10, PP1 counter -4, PP5 primary -0.6 and EBNA-1 inh -4.
O=C1CCc2cc(S(=O)(=O)NCc3ccccc3)cc3c2N1CC3 was read as TPT1 inh -2, JMJD2C inh 60, Fh CTSL1 inh 0, core dimer inh 0, Yeast superoxide 99, ZTA counter -1, PP1 counter -4, PP5 primary -0.8 and EBNA-1 inh -1.
Screening COc1ccc(-c2noc(-c3ccoc3C)n2)cc1 returned TPT1 inh 3, JMJD2C inh 0, Fh CTSL1 inh 3, core dimer inh -5, Yeast superoxide 126, ZTA counter -10, PP1 counter 12, PP5 primary -0.8 and EBNA-1 inh -6.
Screening CN(CCS(=O)(=O)c1ccc(Cl)cc1)Cc1cccnc1 returned TPT1 inh 3, JMJD2C inh 4, Fh CTSL1 inh -1, core dimer inh -3, Yeast superoxide 78, ZTA counter 3, PP1 counter -2, PP5 primary -3.5 and EBNA-1 inh -4.
For COc1ccc2c(c1)C(c1ccccc1)NC(=O)C2 (centres undefined) the results were TPT1 inh -1, JMJD2C inh -4, Fh CTSL1 inh -1, core dimer inh -4, Yeast superoxide 104, ZTA counter -7, PP1 counter -4, PP5 primary -2.0 and EBNA-1 inh -8.
For COc1cccc(-c2cc(C(=O)Nc3c(C)nn(Cc4ccccc4C)c3C)no2)c1 the results were TPT1 inh -3, JMJD2C inh -1, Fh CTSL1 inh 0, core dimer inh 8, Yeast superoxide 77, ZTA counter 4, PP1 counter 1, PP5 primary 0.2 and EBNA-1 inh 3.
Screening Cc1ccc(C(=O)c2ccccc2C(=O)O)c(O)c1 returned TPT1 inh 0, JMJD2C inh 9, Fh CTSL1 inh 2, core dimer inh 12, Yeast superoxide 122, ZTA counter 20, PP1 counter -5, PP5 primary -0.9 and EBNA-1 inh 4.
For Cc1cccc(OCC(=O)N(Cc2ccc(N(C)C)cc2)C2CCS(=O)(=O)C2)c1 (centres undefined) the results were TPT1 inh 3, JMJD2C inh 2, Fh CTSL1 inh 4, core dimer inh -2, Yeast superoxide 95, ZTA counter 6, PP1 counter -6, PP5 primary 1.4 and EBNA-1 inh -18.
For COc1ccc(OC)c(NC(=O)C(=O)/C=C(\O)c2cc(OC)ccc2OC)c1 the results were TPT1 inh -4, JMJD2C inh -10, Fh CTSL1 inh 1, core dimer inh 5, Yeast superoxide 86, ZTA counter -14, PP1 counter 3, PP5 primary 4.5 and EBNA-1 inh -4.
For COc1cc(NS(=O)(=O)c2ccc(NC(=S)NC(=O)c3ccco3)cc2)nc(OC)n1 the results were TPT1 inh -1, JMJD2C inh -22, Fh CTSL1 inh 2, core dimer inh 4, Yeast superoxide 111, ZTA counter 23, PP1 counter -1, PP5 primary -1.3 and EBNA-1 inh 5.
`Cc1ccc(NC(=O)COC(=O)c2ccc(F)cc2Cl)c(Br)c1` gave TPT1 inh 2, JMJD2C inh 15, Fh CTSL1 inh -3, core dimer inh 1, Yeast superoxide 106, ZTA counter -4, PP1 counter -6, PP5 primary 1.8 and EBNA-1 inh -9.
Screening CCOC(=O)c1[nH]c(C)c(C(=O)Nc2ccc(C)c(F)c2)c1C returned TPT1 inh 0, JMJD2C inh 3, Fh CTSL1 inh 3, core dimer inh 4, Yeast superoxide 134, ZTA counter 6, PP1 counter -10, PP5 primary 3.3 and EBNA-1 inh 1.
Cc1cc(C)nc(SCC(=O)Nc2ccc(N3CCOCC3)cc2)n1 was read as TPT1 inh -5, JMJD2C inh -4, Fh CTSL1 inh -3, core dimer inh -3, Yeast superoxide 87, ZTA counter -21, PP1 counter -4, PP5 primary 2.5 and EBNA-1 inh -2.
CC1=C(C(=O)OCCOC(C)C)C(c2cccnc2)C2=C(CCCC2=O)N1 (centres undefined) was read as TPT1 inh 1, JMJD2C inh 7, Fh CTSL1 inh 0, core dimer inh 2, Yeast superoxide 98, ZTA counter -7, PP1 counter -2, PP5 primary 1.0 and EBNA-1 inh -2.
For COc1cc(/C=N/NS(=O)(=O)c2ccc(C)cc2)ccc1OCc1cccc(C(=O)O)c1 the results were TPT1 inh -6, JMJD2C inh 13, Fh CTSL1 inh 2, core dimer inh 1, Yeast superoxide 92, ZTA counter -3, PP1 counter 0, PP5 primary -2.6 and EBNA-1 inh 6.
CCCCN1C(=O)C(=O)N(CC(=O)c2ccc3c(c2)CCCC3)C1=O was read as JMJD2C inh 1, Yeast superoxide 91, ZTA counter -1, PP1 counter 1 and PP5 primary 1.9.
COCCn1nc2cc(C(=O)NCC34CC5CC(CC(C5)C3)C4)ccc2c1OC was read as TPT1 inh 0, JMJD2C inh 2, Fh CTSL1 inh 1, core dimer inh -5, Yeast superoxide 104, ZTA counter -10, PP1 counter 2, PP5 primary 1.6 and EBNA-1 inh 9.
CC(=O)Nc1cccc(N2CCCC2=O)c1 was read as TPT1 inh -1, JMJD2C inh -1, Fh CTSL1 inh -2, core dimer inh -1, Yeast superoxide 84, ZTA counter -6, PP1 counter -3, PP5 primary -1.6 and EBNA-1 inh 0.
For COc1ccccc1NC(=S)N1CCN(c2ccccn2)CC1 the results were TPT1 inh -3, JMJD2C inh 6, Fh CTSL1 inh 0, core dimer inh -4, Yeast superoxide 105, ZTA counter -6, PP1 counter -6, PP5 primary -3.7 and EBNA-1 inh -4.
Screening COc1ccc(C(=O)OCCN2C(=O)c3ccccc3C2=O)cc1 returned TPT1 inh -6, JMJD2C inh -9, Fh CTSL1 inh 7, core dimer inh -6, Yeast superoxide 88, ZTA counter 2, PP1 counter -2, PP5 primary 1.6 and EBNA-1 inh 9.
Screening O=C(Cn1c(CC(=O)N2CCOCC2)nc2ccccc21)Nc1ccc2c(c1)OC(F)(F)O2 returned TPT1 inh -4, JMJD2C inh -10, Fh CTSL1 inh -1, core dimer inh -6, Yeast superoxide 105, ZTA counter 11, PP1 counter -3, PP5 primary 1.1 and EBNA-1 inh 0.
For CCCCN(C)C(=O)c1ccc(CS(=O)(=O)c2ccccc2C)o1 the results were TPT1 inh -4, JMJD2C inh 6, Fh CTSL1 inh 15, core dimer inh -2, Yeast superoxide 88, ZTA counter -11, PP1 counter -3, PP5 primary 2.3 and EBNA-1 inh 11.
O=C(Nc1ccnn1C1CCN(C(=O)c2ccccc2C(F)(F)F)CC1)C1CC1 was read as TPT1 inh -3, JMJD2C inh -4, Fh CTSL1 inh -2, core dimer inh -11, Yeast superoxide 114, ZTA counter -16, PP1 counter 1, PP5 primary 1.9 and EBNA-1 inh -10.

Entries above containing a halogen (7):
`O=C(NCc1ccc(F)cc1)C(=O)NCC1OCCN1S(=O)(=O)c1cccs1` (centres undefined) gave TPT1 inh 0, JMJD2C inh 7, Fh CTSL1 inh -3, core dimer inh 20, Yeast superoxide 88, ZTA counter -3, PP1 counter 5, PP5 primary -0.1 and EBNA-1 inh 2.
COc1ccc(Cl)cc1CSc1ncn[nH]1 was read as TPT1 inh 3, JMJD2C inh 9, Fh CTSL1 inh 4, core dimer inh -2, Yeast superoxide 102, ZTA counter -4, PP1 counter -2, PP5 primary -0.8 and EBNA-1 inh -3.
Screening CN(CCS(=O)(=O)c1ccc(Cl)cc1)Cc1cccnc1 returned TPT1 inh 3, JMJD2C inh 4, Fh CTSL1 inh -1, core dimer inh -3, Yeast superoxide 78, ZTA counter 3, PP1 counter -2, PP5 primary -3.5 and EBNA-1 inh -4.
`Cc1ccc(NC(=O)COC(=O)c2ccc(F)cc2Cl)c(Br)c1` gave TPT1 inh 2, JMJD2C inh 15, Fh CTSL1 inh -3, core dimer inh 1, Yeast superoxide 106, ZTA counter -4, PP1 counter -6, PP5 primary 1.8 and EBNA-1 inh -9.
Screening CCOC(=O)c1[nH]c(C)c(C(=O)Nc2ccc(C)c(F)c2)c1C returned TPT1 inh 0, JMJD2C inh 3, Fh CTSL1 inh 3, core dimer inh 4, Yeast superoxide 134, ZTA counter 6, PP1 counter -10, PP5 primary 3.3 and EBNA-1 inh 1.
Screening O=C(Cn1c(CC(=O)N2CCOCC2)nc2ccccc21)Nc1ccc2c(c1)OC(F)(F)O2 returned TPT1 inh -4, JMJD2C inh -10, Fh CTSL1 inh -1, core dimer inh -6, Yeast superoxide 105, ZTA counter 11, PP1 counter -3, PP5 primary 1.1 and EBNA-1 inh 0.
O=C(Nc1ccnn1C1CCN(C(=O)c2ccccc2C(F)(F)F)CC1)C1CC1 was read as TPT1 inh -3, JMJD2C inh -4, Fh CTSL1 inh -2, core dimer inh -11, Yeast superoxide 114, ZTA counter -16, PP1 counter 1, PP5 primary 1.9 and EBNA-1 inh -10.

Source: PubChem BioAssay
